Screens from PubChem BioAssay.
Rv3671c protease: inhibits the M. tuberculosis serine protease Rv3671c; AID 2606; inhibition, % at 5.96 µM; 320,000 tested, 0.048% active; P9WHR9; in the data active means inhibition above about 38%;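 further: extracellular domain of Rv3671c used as enzyme; 0% = enzyme with DMSO and 100% = no enzyme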
Target sequence (P9WHR9 whole entry, looked up, the tested form may be a part): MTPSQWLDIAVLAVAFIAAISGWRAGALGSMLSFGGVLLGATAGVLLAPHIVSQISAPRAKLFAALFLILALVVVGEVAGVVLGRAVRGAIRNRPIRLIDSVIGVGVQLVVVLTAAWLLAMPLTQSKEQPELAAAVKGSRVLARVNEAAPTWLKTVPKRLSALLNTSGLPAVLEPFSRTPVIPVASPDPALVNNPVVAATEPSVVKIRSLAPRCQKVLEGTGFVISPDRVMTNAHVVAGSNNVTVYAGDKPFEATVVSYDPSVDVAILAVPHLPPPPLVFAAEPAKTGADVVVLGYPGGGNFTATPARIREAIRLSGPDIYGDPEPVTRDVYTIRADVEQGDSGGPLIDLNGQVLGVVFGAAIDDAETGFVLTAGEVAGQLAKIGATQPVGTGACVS
CCHF vOTU inh: CCHFV vOTU protease inhibition; Pep-AMC fluorescence; inhibition, % at 11.5 µM; 370,000 tested, 0.55% active; AID 651958; in the data active means inhibition above about 30%; further: 0% = vehicle wells with enzyme and 100% = no enzyme wells
MazEF act: MazEF (E. coli) toxin RNase activation. 350,000 tested, 0.32% active. activation, % at 20 µM. FAM/BHQ RNA-DNA oligo cleavage fluorescence, 5 h. P0AE70. AID 504720; in the data active means activation above about 50%
Target sequence (P0AE70 whole entry, looked up): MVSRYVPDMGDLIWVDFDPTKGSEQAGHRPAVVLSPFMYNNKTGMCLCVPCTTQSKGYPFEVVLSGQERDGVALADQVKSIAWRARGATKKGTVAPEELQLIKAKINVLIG
Vc quorum ag: quorum light induction in luxS cqsA deficient V. cholerae; activation, % at 18.7 µM; V. cholerae BH1578 lux reporter, luminescence, 6 h; 350,000 tested, 0.16% active; AID 588436; in the data active means activation mostly above about 9.7%, no sharp cut-off; further: not every result past the cut was called active; inactives centre near 0; reference of the scale not given here
VHR inh abs: inhibitors of human VHR1 phosphatase (DUSP3). recombinant VHR phosphatase, pNPP absorbance. inhibition, % at 13.3 µM. 290,000 tested, 0.52% active. AID 1654; in the data active means inhibition above about 50%; further: some compounds called inactive have numbers as strong as hits
Target sequence (P51452 whole entry, looked up): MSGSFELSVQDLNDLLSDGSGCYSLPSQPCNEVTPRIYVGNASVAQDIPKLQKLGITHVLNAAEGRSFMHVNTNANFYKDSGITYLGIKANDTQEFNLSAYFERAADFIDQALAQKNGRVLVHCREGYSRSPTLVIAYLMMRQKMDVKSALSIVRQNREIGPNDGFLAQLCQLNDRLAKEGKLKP
PriA SSB inh: inhibitors of Klebsiella pneumoniae PriA binding to SSB C-terminal tail | inhibition, % at 33 µM | 430,000 tested, 0.6% active | AlphaScreen SSBct-PriA binding, biotinylated peptide | AID 1272365; in the data active means inhibition mostly above about 37%, no sharp cut-off; inactive means mostly below about 20%;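 further: plate controls were negative control peptide for no effect and reference peptide for full effect; strong numbers were not always called active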
Yp Topo-I inh: blocks Yersinia pestis topoisomerase I activity; Y. pestis Topo-I cleavage product accumulation, plate reader; activity, % at 10 µM; 360,000 tested, 0.064% active; in the data active means activity above about 50%, passing the limit was not always enough; further: inactives centre near 2
PrPC surface inh: cell surface PrPC inhibition, primary TR-FRET screen. P04156. TR-FRET read-out. inhibition, % at 13.8 µM. 370,000 tested, 0.43% active. AID 720596; in the data active means inhibition above about 24%; further: 0% = median of the test wells and 100% = reference compound wells
3CLpro inhibitor: SARS-CoV 3CLpro protease inhibition. P0C6X7. inhibition, % at 6 µM. recombinant SARS-CoV 3CLpro, quenched FRET peptide cleavage. 290,000 tested, 0.14% active; in the data active means inhibition above about 12%
TcdB GH inh: blocks C. difficile toxin B glycohydrolase activity. P18177. TcdB glycohydrolase enzymatic assay, plate reader. inhibition, % at 9.99 µM. 350,000 tested, 0.24% active. AID 652162; in the data active means inhibition above about 10%
Starred values were filed as active, the others as inactive; i = inactive; nt = not tested or not shown.

SMILES | Rv3671c protease | CCHF vOTU inh | MazEF act | Vc quorum ag | VHR inh abs | PriA SSB inh | Yp Topo-I inh | PrPC surface inh | 3CLpro inhibitor | TcdB GH inh
CC1Sc2ccc(S(=O)(=O)CCC(=O)NC(C)c3ccccc3)cc2NC1=O (configuration not stated) | -3 | -3 | -1 | i | 44 | -6 | 6 | -4 | -3 | 0.2
O=C1CCCc2c1nc(-c1cccc(Cl)c1)n2O | -2 | -19 | -16 | i | 6 | -17 | 2 | 5 | 2 | nt
CCCCNC(=O)C1CCCN(S(=O)(=O)c2c(C)noc2/C=C/c2cccs2)C1 (configuration not stated) | 4 | 21 | 2 | 2.3 | -16 | -6 | 0 | -8 | -3 | -2.2
Cc1nc2sccn2c(=O)c1S(=O)(=O)NCC(C)c1ccccc1 (configuration not stated) | -1 | 5 | -4 | i | -14 | -12 | -1 | -3 | -2 | -0.8
Cn1nc(-c2ccc(Cl)cc2)c2cc(C(=O)NCCN3CCOCC3)sc21 | -4 | 1 | 17 | -0.5 | 23 | -16 | -6 | -4 | -6 | 2.2
O=C(CC1C(=O)NCCN1C(=O)Nc1ccc(C(F)(F)F)cc1)Nc1ccc(F)cc1 (configuration not stated) | 2 | -8 | 4 | -0.5 | 8 | -6 | 0 | 4 | 10 | 2.7
Cc1c(NP(=O)(c2ccc(Br)cc2)c2ccc(Br)cc2)c(=O)n(-c2ccccc2)n1C | -7 | -4 | -10 | -1.0 | 42 | -9 | 4 | -1 | -2 | -0.3
CCN(CC)c1ccc(S(=O)(=O)N2CCOCC2)cc1NC(=O)CSc1n[nH]c(N)n1 | -6 | 9 | 8 | -0.5 | 22 | -15 | 0 | 0 | -1 | 0.5
CCOc1ccc(S(=O)(=O)N/N=C\c2ccc3c(c2)OCO3)cc1 | nt | 13 | 7 | nt | 18 | nt | -4 | 3 | 2 | -0.4
O=C(O)/C=C/C(=O)Nc1ccccc1-c1ccccc1 | -6 | 3 | 4 | -0.9 | 10 | -23 | -4 | 8 | 5 | nt
COc1cc(C(=O)OCC(=O)N2CCCCC2C)cc(NC(=O)c2cccs2)c1OC (configuration not stated) | -1 | 11 | 16 | i | 2 | 0 | 25 | 1 | 7 | 1.4
O=C(COc1ccccc1)NCC(=O)N1CCCC1 | 6 | -2 | 14 | -2.8 | 21 | -8 | 7 | 7 | 0 | -0.2
CCc1c(O)nc(SCc2ccc(F)cc2)[nH]c1=O | -7 | -14 | 5 | 1.3 | 26 | -14 | -3 | 6 | -1 | 0.2
Cc1nnc(SCc2nnc(-c3cccs3)o2)n1Cc1ccccc1 | 1 | -7 | 3 | -1.4 | 2 | -4 | 4 | 3 | 1 | -0.6
NS(=O)(=O)c1ccc(NC(=S)NCc2ccc3c(c2)OCO3)cc1 | 2 | 13 | -2 | -0.4 | 7 | 6 | -5 | -4 | 1 | 12*
c1ccc(N2CCN(c3nc4ccccc4[nH]3)CC2)nc1 | 9 | 1 | -4 | i | 6 | 3 | 11 | 5 | 0 | 0.8
CC(=O)c1ccc(NC(=O)CNc2cc(S(=O)(=O)N3CCOCC3)ccc2N2CCCC2)cc1 | nt | -9 | 5 | i | nt | -7 | 5 | -3 | nt | 1.2
COc1ccc(/C=C/c2cc(C(F)(F)F)on2)cc1 | 1 | -6 | 5 | -0.7 | 33 | -7 | 4 | -3 | 7 | 0.2
O=C(CSc1c2c(nc3cc(Cl)ccc13)CCCC2)NCCCN1CCOCC1 | -7 | 4 | -4 | -0.6 | 15 | -13 | 0 | 11 | 4 | 0.1
COc1cccc(CN(CC(=O)NCc2ccc(F)cc2)C(=O)c2ccco2)c1 | 5 | -1 | 7 | -0.4 | 12 | -23 | 8 | -1 | 5 | 0.7
CCCCn1c(SCC(=O)Nc2cc(C)on2)nnc1-c1cccnc1 | -9 | -13 | 4 | i | 8 | -6 | -9 | 0 | 2 | nt
COc1ccc(S(=O)(=O)NCc2cccnc2)cc1C(=O)Nc1ccccc1 | 3 | 14 | 5 | nt | 31 | -17 | 4 | 0 | -3 | 1.0
CNc1nc(Cl)nc(NC(C)(C)C)n1 | -3 | 7 | 0 | i | 19 | -10 | -2 | -4 | 0 | nt
COc1ccc(CCn2c(C)cc(C(=O)CSc3nnnn3-c3ccccc3)c2C)cc1 | 0 | -7 | -5 | -0.3 | 4 | 14 | 8 | 2 | 6 | nt
CCCC(c1nnnn1Cc1ccccc1)N1CCN(c2ccccc2OC)CC1 (configuration not stated) | -6 | 12 | -2 | -0.5 | 26 | 4 | 2 | 9 | -3 | nt
Cc1cccc(N(CC(=O)Nc2ccccc2-c2ccccc2)S(=O)(=O)c2ccccc2)c1C | -14 | 9 | 5 | i | 7 | 0 | 28 | -3 | 1 | nt
CCC(c1nc2ccccc2c(=O)n1CCN1CCOCC1)N1C(=O)c2ccccc2C1=O (configuration not stated) | -3 | -10 | 0 | -0.2 | -6 | -22 | 17 | 0 | -2 | nt
O=C(c1ccc2c3c(cccc13)CC2)C1CCCN(C(=O)c2ccc[n+]([O-])c2)C1 (configuration not stated) | -10 | -3 | 7 | i | 4 | -1 | 10 | -8 | 0 | 0.0
CCOC(=O)N1CCN(Cc2ccccn2)CC1 | 3 | 5 | -3 | 2.1 | 25 | -6 | -3 | 0 | 5 | nt
O=C(Nc1ccc(C(F)(F)F)cc1)c1cccnc1N1CCOCC1 | -8 | 4 | 9 | i | 16 | -1 | -1 | 1 | -2 | nt
O=c1[nH]c(NCCO)nc2ncn(Cc3ccccc3)c12 | -6 | -2 | 1 | i | 17 | -6 | 8 | -1 | -3 | nt
CCOC(=O)c1ccc(NC(=O)c2cc3c(s2)CCC3)cc1 | -21 | 12 | 5 | -0.4 | -12 | -11 | -6 | -8 | -4 | -0.8
O=C(Nc1cc(S(=O)(=O)N2CCOCC2)ccc1N1CCCC1)c1cc(=O)[nH]c2ccccc12 | 0 | -4 | 7 | -0.4 | 23 | -2 | -6 | 10 | 6 | 0.2
COc1cccc(-c2c(C(=O)N/N=C(\C)c3ccncc3)nnn2-c2nonc2N)c1 | -5 | -1 | 8 | i | 7 | nt | 1 | 5 | -3 | -2.2
Cc1cc(NS(=O)(=O)c2ccc(NC(=O)COc3ccc(Cl)c(C)c3)cc2)no1 | nt | -5 | 9 | -0.2 | 11 | 4 | -2 | 9 | 5 | 0.2
COc1ccccc1C1c2ccc3ccccc3c2Oc2ncn(CCN(C)C)c(=N)c21 (configuration not stated) | 11 | 7 | 29 | -2.0 | 6 | 9 | -13 | -11 | -11 | 2.0
COc1ccc(N2C(=O)/C(=C/c3ccc(C)o3)C(=O)NC2=S)c(OC)c1 | 0 | -8 | 23 | -0.2 | -2 | -1 | 3 | 6 | 4 | -0.5
CC(=O)c1c(C)nc2ccc(Br)cc2c1-c1ccccc1 | -9 | -1 | 2 | -0.2 | 3 | -18 | 9 | 4 | 2 | 1.8
CCN(CC(=O)Nc1c(F)cccc1F)C(=O)c1ccc(S(=O)(=O)N2CCCC2)cc1 | -3 | 6 | 0 | -2.3 | nt | -1 | -1 | 7 | nt | -2.9
COc1cccc(C(=O)NCC(C)(C)SCc2ccc(F)cc2)c1 | 6 | -3 | 0 | -0.6 | -10 | -2 | 20 | 7 | 1 | 0.1

Profiles, looked up by structure.
`CCOC(=O)N1CCN(Cc2ccccn2)CC1` across the screens: Rv3671c protease = 3; CCHF vOTU inh = 5; MazEF act = -3; Vc quorum ag = 2.1; VHR inh abs = 25; PriA SSB inh = -6; Yp Topo-I inh = -3; PrPC surface inh = 0; 3CLpro inhibitor = 5; TcdB GH inh = nt
`CNc1nc(Cl)nc(NC(C)(C)C)n1` across the screens: Rv3671c protease = -3; CCHF vOTU inh = 7; MazEF act = 0; Vc quorum ag = i; VHR inh abs = 19; PriA SSB inh = -10; Yp Topo-I inh = -2; PrPC surface inh = -4; 3CLpro inhibitor = 0; TcdB GH inh = nt
`NS(=O)(=O)c1ccc(NC(=S)NCc2ccc3c(c2)OCO3)cc1` across the screens: Rv3671c protease = 2; CCHF vOTU inh = 13; MazEF act = -2; Vc quorum ag = -0.4; VHR inh abs = 7; PriA SSB inh = 6; Yp Topo-I inh = -5; PrPC surface inh = -4; 3CLpro inhibitor = 1; TcdB GH inh = 12*

The listing continues.
SMILES | Rv3671c protease | CCHF vOTU inh | MazEF act | Vc quorum ag | VHR inh abs | PriA SSB inh | Yp Topo-I inh | PrPC surface inh | 3CLpro inhibitor | TcdB GH inh
CC(Sc1nnc(-c2cccnc2)n1-c1ccccc1F)C(=O)N1CCCc2ccccc21 (configuration not stated) | -6 | -12 | nt | nt | 4 | nt | nt | 7 | 0 | 5.9
CCCn1c(SCC(=O)O)nc2ccccc21 | 4 | nt | -7 | i | -16 | -7 | 13 | nt | -2 | 0.9
Cc1noc(C)c1COC(=O)[C@@H](NC(=O)c1ccccc1Cl)C(C)C | 2 | -5 | 4 | 0.5 | 26 | 1 | 1 | -7 | 0 | -0.3
Cc1nn(C)c(C)c1Sc1ccc(Br)cc1 | 0 | -1 | -3 | i | 25 | -15 | 19 | 2 | 0 | nt
O=C(Nc1cccc(F)c1)Nc1ccccn1 | -3 | 0 | 4 | i | 24 | 0 | -1 | -1 | 4 | nt
COc1ccc(NC(=S)Nc2ccc(OCc3ccccc3)cc2)c(OC)c1 | 0 | -6 | 8 | -0.9 | 22 | 33 | 13 | 0 | 7 | 1.5
Cc1coc2c(O)cc3c(c12)OC1(N2CCCCC2)C(=O)NCCCC31 (configuration not stated) | -26 | 52* | 22 | i | -14 | 22 | -2 | -1 | 3 | nt
CC/C(=N/NC(=O)c1ccccc1)c1ccc(OCCN2CCOCC2)cc1 | 1 | 3 | 6 | -1.0 | 2 | nt | -7 | 4 | -2 | 0.1
COc1ccc(C(=O)N(Cc2ccc(N(C)C)cc2)C2CCS(=O)(=O)C2)cc1 (configuration not stated) | 0 | 2 | -1 | nt | 17 | -22 | -2 | -5 | 0 | nt
Cc1c(NS(=O)(=O)c2ccc(F)cc2)c(=O)n(-c2ccccc2)n1C | 0 | -4 | 8 | -0.8 | 14 | -15 | 3 | 2 | -2 | 1.0
CC(=O)N(Cc1ccccn1)Cc1ccco1 | -8 | -10 | -6 | -0.3 | -3 | -19 | -4 | 5 | 10 | 1.2
CN(C)S(=O)(=O)N1CCN(Cc2ccccc2)CC1 | 0 | 1 | 11 | 4.2 | 37 | -19 | 5 | 3 | 1 | nt
COc1ccc(Oc2c(Cl)cnn(-c3ccc(F)cc3)c2=O)cc1 | 5 | 3 | -1 | i | -4 | -27 | 10 | -2 | 3 | nt
COc1cc(OC)cc(C(=O)NCC(=O)OCc2nc3ccccc3s2)c1 | 4 | 17 | 10 | -0.3 | -1 | -18 | 13 | -1 | 1 | -0.9
S=C1NCCN1CC1CCN(CC2CCCC2)CC1 | nt | 8 | 5 | 1.0 | nt | -24 | 4 | -1 | nt | -0.3
Cc1cc(C)nc(OC(=O)c2ccc(Cl)cc2Cl)n1 | 0 | 30* | nt | nt | 30 | nt | nt | 8 | 5 | -1.1
CCN1CCN(Cc2ccc(NC(=O)c3ccc(C)c(NC(=O)c4cc(-c5ccc(Br)cc5)n[nH]4)c3)cc2C(F)(F)F)CC1 | -73 | 7 | -31 | -0.4 | -9 | -3 | 9 | -8 | nt | 1.6
CCC(CO)Nc1ncnc2onc(-c3ccc(F)cc3)c12 (configuration not stated) | 3 | -18 | 4 | -0.5 | -15 | 3 | 5 | -1 | 8 | -0.3
O=C(Cc1ccc2ccccc2c1)NC(Cc1ccccc1)C(=O)O (configuration not stated) | nt | 3 | 1 | -6.7 | nt | 0 | 7 | 2 | nt | 0.8
CC(OC(=O)C1CCN(S(=O)(=O)c2ccc3c(c2)OCCO3)CC1)C(=O)NC1(C#N)CCCCC1 (configuration not stated) | nt | -5 | 2 | i | nt | -4 | 5 | 1 | nt | 0.7
COc1ccc2[nH]c3c(c2c1)CCN1C(=O)C(CC(=O)NCCc2ccccn2)C[C@H](C(=O)N2CCCCC2)[C@@]31C (some centres not stated) | nt | -6 | 1 | -1.1 | nt | -6 | 3 | 6 | nt | 0.8
CCOC(=O)C1(CC2CC2)CCN(C(=O)c2cc(OC)nc3ccccc23)CC1 | -10 | 15 | -1 | i | 10 | -2 | 17 | 9 | 6 | 3.4

A portion of the library; the hit share may differ from the screen's.
